Screening data: PubChem, National Center for Advancing Translational Sciences (NCATS)
Mito fusion act: blocks mitochondrial division or promotes mitochondrial fusion; S. cerevisiae fusion-defective mutant growth rescue, CellTiterGlo 48 h; Potency, µM (titrated, usually from 46.1 µM), without a hit: top-dose growth rescue (activation), hits mostly activators; hit rate 0.23% among 320,000; AID 485298;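 further: potency means the concentration at half of the fitted maximal effect; % of control where 0% means no effect; nearly all actives have a fitted effect of over 45% in size; temperature-sensitive fusion mutants such as fzo1-1 at 37 °C on non-fermentable ethanol glycerol medium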
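S. cerevisiae fusion-defective temperature-sensitive mutants (e.g. fzo1-1, mgm1-5) grown 48 h at 37C in YPEG (ethanol/glycerol non-fermentable) medium with 23 nl compound per well; growth rescue read as CellTiterGlo luminescence.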
NPC1 promoter act: activates the NPC1 promoter. hit rate 2.4% among 320,000. Huh7 NPC1 promoter luciferase reporter, 24 h. Potency, µM (titrated, usually from 9.22 µM), for inactives: top-dose activation, hits mostly activators;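 further: potency means the concentration at half of the fitted maximal effect; % of control where 0% means no effect; nearly all actives have a fitted effect of over 60% in size; reporter is driven by a mutant NPC1 promoter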
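Stably transfected Huh7 (NPC1 promoter→luciferase), 1500 cells/well in Opti-MEM + 10% FBS, 2 h settle, then compound 24 h at 37 °C. Luminescence after 10 min with Amplite reagent.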
FLuc modulator: firefly luciferase modulation, counter-screen for miR-21 project; P08659; purified FLuc, Km substrates, luminescence inhibition; Potency, µM (titrated, usually from 57.5 µM), for the others: top-dose activity change, negative = inhibition, hits mostly inhibitors; hit rate 6.9% among 360,000; AID 588342;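 further: potency means the concentration at half of the fitted maximal effect; plate controls were vehicle for no effect and reference inhibitor for full effect; nearly all actives have a fitted effect of over 55% in size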
Target sequence (P08659 whole entry, looked up): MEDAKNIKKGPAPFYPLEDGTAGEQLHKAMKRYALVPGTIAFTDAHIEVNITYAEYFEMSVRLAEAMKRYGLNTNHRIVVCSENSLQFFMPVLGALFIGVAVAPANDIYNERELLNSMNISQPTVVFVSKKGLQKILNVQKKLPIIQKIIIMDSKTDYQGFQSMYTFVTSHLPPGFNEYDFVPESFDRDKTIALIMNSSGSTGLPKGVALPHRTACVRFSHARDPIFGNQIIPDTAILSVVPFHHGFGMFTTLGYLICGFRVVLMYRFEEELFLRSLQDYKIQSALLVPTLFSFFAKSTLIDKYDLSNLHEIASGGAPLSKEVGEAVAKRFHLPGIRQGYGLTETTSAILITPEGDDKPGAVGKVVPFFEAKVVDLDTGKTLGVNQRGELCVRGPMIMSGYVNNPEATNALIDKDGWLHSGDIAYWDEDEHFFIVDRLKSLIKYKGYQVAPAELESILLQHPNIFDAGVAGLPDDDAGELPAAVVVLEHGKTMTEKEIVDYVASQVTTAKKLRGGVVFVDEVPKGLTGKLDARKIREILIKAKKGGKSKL
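Purified P. pyralis luciferase (10nM final) with 10uM D-luciferin and 10uM ATP (Km levels) in 50mM Tris acetate pH 7.5, 10mM Mg acetate, 0.01% Tween-20, 0.05% BSA; qHTS 6-point titration, ~60 µM downward; luminescence read.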
RORg inh: blocks mouse ROR gamma transcriptional activity; P51450; Drosophila S2 Gal4-RORgamma UAS-luciferase reporter, 20 h; Potency, µM (doses to about 53.6 µM), for the others: at the top dose activity change, negative = inhibition, hits mostly inhibitors; hit rate 5.4% among 310,000; further: potency means the concentration at half of the fitted maximal effect; on the % scale 0 is the no-effect control and ±100 the full control effect; nearly all actives have a fitted effect of over 60% in size
Target sequence (P51450 whole entry, looked up, the tested form may be a part): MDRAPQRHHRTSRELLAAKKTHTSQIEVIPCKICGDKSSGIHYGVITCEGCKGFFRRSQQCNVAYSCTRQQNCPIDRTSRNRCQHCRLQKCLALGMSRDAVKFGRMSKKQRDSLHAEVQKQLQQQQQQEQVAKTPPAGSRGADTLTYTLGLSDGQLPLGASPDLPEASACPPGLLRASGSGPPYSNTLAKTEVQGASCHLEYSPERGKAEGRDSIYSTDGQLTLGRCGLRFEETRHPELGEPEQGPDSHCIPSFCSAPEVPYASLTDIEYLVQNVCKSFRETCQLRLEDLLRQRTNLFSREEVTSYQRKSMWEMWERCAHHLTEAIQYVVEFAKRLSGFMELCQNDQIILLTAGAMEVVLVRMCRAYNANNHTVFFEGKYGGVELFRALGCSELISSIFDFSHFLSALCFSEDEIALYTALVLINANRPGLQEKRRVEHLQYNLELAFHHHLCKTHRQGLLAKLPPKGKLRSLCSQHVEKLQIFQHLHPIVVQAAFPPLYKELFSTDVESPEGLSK
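ROR gamma transcriptional activity was tracked as Gal4-UAS luciferase output in stably transfected Drosophila Schneider cells, with compound added 1 hr before 700 uM copper sulfate induction and a 20 hr ambient-temperature incubation.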
Gal4-VP16 FLuc: inhibits Gal4-VP16 luciferase reporter, ROR gamma counter-screen | Drosophila S2 Gal4-VP16 UAS-luciferase, luminescence, 20 h | Potency, µM (series often up to 53.6 µM), for the others: at the top dose activity, negative = inhibition, usual class: inhibitors | hit rate 3.5% among 310,000 | AID 2546;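 further: Gal4-VP16 expression switched on by copper sulfate through the metallothionein promoter; potency means the concentration at half of the fitted maximal effect; on the % scale 0 is the no-effect control and ±100 the full control effect; nearly all actives have a fitted effect of over 50% in size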
KCNH2 3.1 block: blocks the human KCNH2 3.1 channel isoform; U2OS KCNH2 3.1, thallium flux FluxOr; stronger effect = lower value; hit rate 0.95% among 340,000; activity change, % (tested at about 1.8 µM);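 active means maximum activity change below -70%; inconclusive means maximum activity change from -70% to -50%; inactive means maximum activity change above -50%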;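 further: thallium influx rate constant from kinetic fluorescence after stimulation buffer; on the % scale 0 is the no-effect control and ±100 the full control effect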
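Thallium flux via FluxOr fluorescence (Red40 quencher, 45 min loading) in U2OS cells virally expressing the KCNH2 3.1 isoform (1.77 x 10^8 /mL virus, overnight at 37 C). Rate constants from 2-min kinetic reads post-stimulation, normalised to positive and negative controls.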
MBNL1 CUG block: inhibitors of human MBNL1 binding to CUG repeat RNA; hit rate 0.036% among 280,000; Q9NR56; TR-FRET MBNL1-His/biotin-(CUG)12 binding, 665/545 ratio; Potency, µM (top dose mostly 57.5 µM), without a hit: at the highest dose activity change, negative = inhibition, hits mostly inhibitors; active means well fitted inhibition curve with a large enough effect in the signal ratio, with a control signal flat, not every such curve was filed as active; inconclusive means small, poorly fitted or top-dose-only effect, or effect the other way, or a change in a side signal; inactive means no such curve, though single readings can be large or run the other way; the % refers to the signal ratio; further: potency means the concentration at half of the fitted maximal effect; on the % scale 0 is the no-effect control and ±100 the full control effect
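Compounds (final 92 nM to 58 uM) are added to His-tagged MBNL1 and biotin-(CUG)12, then terbium anti-His antibody and streptavidin-XL665 (5 nM final). After 60 min at room temperature, the 665/545 nm ratio is read.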
ELG1 repair inh: ELG1-dependent DNA repair inhibition; HEK293T ELG1-luciferase reporter, luminescence, 16 h; DNA damage induced by 5-fluorouridine; Potency, µM (doses to about 46.1 µM), for inactives: at the top dose activity change, negative = inhibition, most hits filed as inhibitors; hit rate 2.3% among 330,000; AID 504467; further: potency means the concentration at half of the fitted maximal effect; on the % scale 0 is the no-effect control and ±100 the full control effect; nearly all actives have a fitted effect of over 55% in size
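Reporter activity after DNA damage by 5-fluorouridine is monitored. Compound-treated cells incubate 16 hr at 37 °C, then ONE-Glo is added for 30 min before luminescence reading.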
PKM2 act: increases activity of human pyruvate kinase M2; P14618; hit rate 0.34% among 260,000; AID 1631; Potency, µM (highest dose often 57.5 µM), for the others: at the highest dose activation, actives largely listed as activators; purified PKM2, Kinase-Glo ATP luminescence, activation; response scale: 0% is enzyme alone, no compound; further: potency means the concentration at half of the fitted maximal effect; on the % scale 0 is the no-effect control and ±100 the full control effect; nearly all actives have a fitted effect of over 55% in size
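Kinase-Glo luminescence reports ATP generated from ADP (0.1 mM) and PEP (0.5 mM) by purified hPK-M2 after 1 h at room temperature, pH 7.2 imidazole buffer; intermediate enzyme activity allows detecting inhibitors and activators.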
Menin-MLL TR inh: menin-MLL binding inhibition, Texas Red mutant peptide | Menin + Texas Red MLL mutant peptide, fluorescence polarization | hit rate 0.23% among 270,000 | O00255 | Potency, µM (top dose mostly 61.6 µM), without a hit: at the highest dose FP activity change, negative = inhibition, actives largely listed as inhibitors | AID 1768; active means well fitted inhibition curve with a large enough effect in the polarisation, with a control signal flat, not every such curve was filed as active; inconclusive means small, poorly fitted or top-dose-only effect, or effect the other way, or a change in a side signal; inactive means no such curve, though single readings can be large or run the other way; the % refers to the polarisation; further: potency means the concentration at half of the fitted maximal effect; % of control where 0% means no effect; many of its hits are not listed in these tables
Rab9 promoter act: activates the Rab9 promoter; Huh7 Rab9 promoter-luciferase reporter, luminescence, 24 h; Potency, µM (top dose mostly 9.22 µM), inactives show at the highest dose activation, negative = inhibition, most hits filed as activators; hit rate 2.8% among 320,000; further: potency means the concentration at half of the fitted maximal effect; % of control where 0% means no effect; nearly all actives have a fitted effect of over 60% in size
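Cell-based reporter: Huh7 stable for Rab9 promoter-driven luciferase, plated in reduced-serum medium with 10% FBS at 1500 cells/well, compound-treated 24 h at 37 °C, luminescence read after 10 min reagent.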
Active calls of the source: *; u = inconclusive; x = no result given; [ ] = remark or other dose. Unless noted, the call rests on the fitted dose curve; in most records, active means well fitted curve in the direction sought with a large enough effect; inconclusive means small, poorly fitted or top-dose-only effect, or another doubt; inactive means no such curve, though single readings can be large; an effect the other way counts as inactive or inconclusive. The list is partial, so the mix of outcomes need not match the whole.

SMILES	Mito fusion act	NPC1 promoter act	FLuc modulator	RORg inh	Gal4-VP16 FLuc	KCNH2 3.1 block	MBNL1 CUG block	ELG1 repair inh	PKM2 act	Menin-MLL TR inh	Rab9 promoter act
C=CCn1c(SCC(=O)NC(=O)NCc2ccco2)nc2sc(CC)cc2c1=O	-3%	-2%	3%	-39%	-14%	-30	9%	2%	-1%	11%	-3%
COC(=O)N/N=C(/c1ccccc1)C1CCCCC1	4%	2%	3%	-3%	6%	x	3%	-1%	3%	4%	1%
CCCNC(=O)C1CN(S(=O)(=O)c2ccccc2)CCN1S(=O)(=O)c1ccccc1 (stereo unspecified)	-4%	1%	5%	1%[0.365 µM]	x	-1	-7%	-5%	4%	2%	4%
CC(=O)CCc1ccc(Oc2nc(-c3cccnc3)nc3ccccc23)cc1	25%	-7%	-1%	-12%	-15%	-14	0%	u	0%	9%	-1%
COc1cccc(CN2CCNC(=O)C2CC(=O)NCCn2cccn2)c1OC (stereo unspecified)	-5%	-8%	-2%	3%	-15%	-6	1%	5%	-6%	-13%	0%
COc1ccccc1C(O)(C(=O)NNc1cccc(C)c1)c1ccccc1OC	-3%	-2%	1%	-7%	-3%	-5	-3%	3%	2%	u	1%
CCOC(=O)n1c(=O)n(Cc2ccccc2Cl)c2ccccc21	4%	-9%	-5%	37%	-6%	6	-11%	-4%	-1%	4%	-1%
CC(C)n1c(=NC(=O)c2ccco2)c(C#N)cc2c(=O)n3ccccc3cc21	2%	6%	0%	6%	13%	-10	u	-10%	11%	-2%	13%
Cc1cccc(N(C(=O)c2csnn2)C(C(=O)NCc2ccccc2)c2cccs2)c1 (stereo unspecified)	3%	0%	0%	-20%	-12%	-9	0%	-5%	1%	9%	-2%
Cc1nn(CCO)c2nc(-c3cccs3)cc(C(F)(F)F)c12	0%	-6%	5%	u	0%	6	13%	u	3%	-6%	-2%
CC(=O)c1ccccc1NC(=O)C1CC(=O)N(c2ccc3c(c2)OCCO3)C1 (stereo unspecified)	0%	-4%	-1%	x	x	14	x	-1%	x	x	-1%
COc1ccc(CNC(=O)CCc2nnc3ccc(N4CCC5(CC4)OCCO5)nn23)cc1	0%	0%	2%	-16%	5%	-4	-5%	21%	x	x	-2%
O=C(C1CCCO1)N1CCN(S(=O)(=O)c2cccc3nsnc23)CC1 (stereo unspecified)	-3%	-2%	3%	-5%	-7%	30	u	-7%	24%	5%	2%
O=[N+]([O-])c1ccc(OCCCOc2cccc3cccnc23)cc1	-3%	-5%	4%	-18%	-6%	-80*	28%	27%	1%	4%	-2%
Cc1cc(OCC(=O)N2CCN(c3ccccc3)CC2)c2c(C)cc(=O)oc2c1	1%	1%	1%	-1%	-2%	-9	4%	0%	0%	2%	-4%
CCOC(=O)C1(CC2CCCCO2)CCN(Cc2nccn2-c2ccc(OC)cc2)CC1 (stereo unspecified)	-1%	-4%	-7%	7.1µM*	u	-2	5%	3%	0%	u	-21%
O=C(O)c1cc2cc(Cl)ccc2oc1=O	0%	-2%	-17%	u	-14%	-13	u	23%	-4%	-1%	-4%
Cc1ccc(OC(=O)CCC(=O)Nc2ccc(Br)cc2)cc1	-4%	-2%	5%	4%	-6%	0	-9%	-5%	3%	-4%	-3%
CCc1ccc(-c2nc(CSCC(=O)NCCCN3CCCC3=O)c(C)o2)cc1	3%	-5%	u	-25%	-7%	15	-7%	19%	-6%	-19%	4%
C/C(=N\Nc1ccccc1)c1cccc(N)c1	-8%	22%	21µM*	16%	u	10	7%	28%	0%	u	u
CCOC(=O)C1=C(C(F)(F)F)Nc2ncnn2C1c1cc(OC)ccc1OC (stereo unspecified)	3%	-3%	0%	-12%	6%	6	-12%	7%	0%	-16%	-3%
CN(C)C(CNC(=O)c1ccc2c(=O)n(-c3ccccc3F)c(=S)[nH]c2c1)Cc1ccccc1 (stereo unspecified)	-6%	-2%	-1%	7%	-1%	-3	3%	5%	4%	-26%	0%
COc1ccc2nc(C)cc(SCC(=O)N/N=C/c3ccc(O)cc3O)c2c1	0%	-11%	-2%	18µM*	u	-12	x	u	14%	u	-15%
O=C(NCCC1CCCCN1S(=O)(=O)c1ccccc1)C(=O)Nc1ccc(F)cc1F (stereo unspecified)	11%	-10%	0%	x	x	0	x	-19%	x	x	-6%
CC(C)CC(=O)c1c[nH]c(C(=O)NCCCN2CCOCC2)c1	-8%	-2%	-1%	-17%	-9%	19	u	6%	0%	10%	1%
COc1ccc(S(=O)(=O)Nc2nnc(C(C)(C)C)s2)cc1	2%	0%	-20%	-6%	1%	14	-10%	5%	-3%	-10%	2%
CCn1cc(NC(=O)CCl)c(C)n1	-9%	-2%	1%	-12%	-18%	x	6%	-8%	-4%	4%	-9%
COc1cc(OC)cc(C(=O)NCC(=O)OCc2ccc(Cl)c(Cl)c2)c1	4%	-4%	-2%	x	x	-27	x	12%	x	x	-3%
O=C(N/N=C/c1c[nH]c2ccccc12)c1cc(-c2ccc3ccccc3c2)n[nH]1	17%	-11%	9.5µM*	u	u	-4	5%	3%	3%	u	-4%
CCn1c(SCc2ccccc2)nc2cc(OC)c(OC)cc2c1=O	-3%	-2%	-4%	39%	-4%	18	-1%	u	1%	-14%	0%
O=C(NCc1cccs1)C(=O)NCC1OCCCN1S(=O)(=O)c1cc(F)ccc1F (stereo unspecified)	9%	0%	-3%	-42%	-12%	5	-3%	u	-3%	x	7%
COc1ccc(S(=O)(=O)N(C)CC(=O)Nc2ccc(C(F)(F)F)cc2)cc1Cl	0%	-1%	-1%	0%	-29%	-31	-9%	u	-3%	27%	-2%
CC1(C)CC(=O)C2=C(C1)NCN(Cc1ccc3c(c1)OCO3)C2	-6%	-1%	1%	-26%	1%	-1	6%	2%	6%	8%	1%
O=C1Nc2ncccc2OC1CCCl (stereo unspecified)	1%	0%	6%	-20%	10%	1	1%	-4%	4%	x	-3%
CCOc1ccc(NC(=O)CSc2nnnn2C2CC2)cc1S(=O)(=O)N1CCCC1	6%	-1%	0%	x	x	7	x	8%	x	x	-3%
O=c1/c(=C\c2cccn2-c2ccccc2)sc2nc3ccccc3n12	-4%	u	u	9%	7%	1	-6%	u	-9%	1%	2.5µM*
Cc1sc2ncnc(NCc3ccco3)c2c1C	-8%	-6%	5%	19%	20µM*	5	4%	u	12%	0%	-5%
CS(=O)(=O)c1ccc(NC(=O)c2cccc(S(=O)(=O)N3CCN(Cc4ccccc4)CC3)c2)cc1	1%	-9%	3%	u	u	7	12%	u	0%	x	-18%
COc1ccc(CC(=O)O/N=C(\N)Cc2ccc(OC)c(OC)c2)cc1	1%	5%	-7%	29%	-8%	-4	-8%	11%	1%	-6%	-7%
COc1ccc(N(CC(=O)NC2CCCC2)C(=O)c2ccc(N3CCCCC3)nc2)cc1	4%	-5%	-1%	-9%[10 µM]	-1%	-1	13%	-9%	-5%	-19%	-9%
COC(=O)NC1(C(=O)O)CCCC1	2%	-3%	-1%	10%	-3%	25	x	-2%	0%	x	-4%
COc1ccccc1Oc1ccc(N/C=C/C(=O)c2ccco2)cc1	-6%	3.2µM*	5.4µM*	u	-2%[10 µM]	-1	16%	u	1%	u	1.4µM*
CN(C(=O)COC(=O)CSc1cc(Cl)ccc1Cl)c1c(N)n(Cc2ccccc2)c(=O)[nH]c1=O	-2%	-1%	2%	x	x	-16	x	-1%	x	x	-5%
COc1ccc(OC)c(C2C3=C(N=C4SCC(=O)N42)c2ccccc2CC3)c1 (stereo unspecified)	-1%	3%	3%	u	u	-8	-1%	0%	15%	-12%	5%
O=C(O)c1cccnc1SCc1ccc([N+](=O)[O-])cc1	7%	1%	u	28%	-8%	-1	u	3%	x	20%	5%
Oc1cccc(C(O)CNCc2ccc(OCc3ccc(Cl)cc3Cl)cc2)c1 (stereo unspecified)	-2%	-6%	0%	11%	-28%	-2	-2%	11%	5%	-20%	-4%
Cc1cc(C)n(C(=O)Cn2nc(C)c(Br)c2C)n1	-1%	6%	-1%	1%	6%	-7	6%	0%	0%	-6%	0%
Cc1ccccc1CSc1ccc(-c2ccc3c(c2)OCO3)nn1	19%	24%	7.6µM*	36%	0%	-1	-14%	u	2%	-7%	u
